Dynein cargo inh: inhibitors of GR-EGFP nuclear translocation, primary screen, dynein cargo transport inhibitor project, imaging, high-content, 3617.4 mouse cells; test concentration mostly 20 µM; stimulated with dexamethasone, 1 µM; hits give low values; z-score, hits read low; 0.47% of 220,000 active; AID 1381, 2008;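 active = plate z-score of nuclear minus cytoplasmic receptor signal below a set negative limit, without overly bright fluorescence or cell loss, cut at about -3.5 in these data, passing the limit was not always enough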;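 also: z-score of nuclear minus cytoplasmic ring GR-EGFP intensity difference per well; some compounds called inactive have numbers as strong as hits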
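Buffer or medium: tet-free, stripped-serum medium; Also added: dexamethasone, 1.0 µM final; Technique: high-content fluorescence imaging after fixation; Times: 48 h induction, 1 h compound, 30 min dex at 37 °C; Read-out: per-cell GR-EGFP intensity, nucleus versus surrounding cytoplasmic ring, well-averaged.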
Hep lipid drop: inhibitors of hepatocyte lipid droplet formation, primary screen, imaging, high-throughput imaging, BODIPY stain. inhibition, % at 6.5 µM. AID 1656, 2009. AML12 mouse hepatocytes, oleate lipid droplets. 0.4% of 240,000 active;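 active = lipid droplet intensity inhibited by at least 50%, with more than 500 cells counted; inconclusive = wells with under 300 cells, treated as cytotoxic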
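Assay system: AML12 hepatocytes (mouse); Probe or stimulus: oleic acid at 100 µM to induce lipid droplet formation; Dosing: compound at 6.5 µM only; Schedule: compound with oleate, overnight; Detection: fluorescence imaging, 20x objective, two fields per well; Measure: % inhibition of lipid droplet signal.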
CSM14.1 death rescue: rescue of cells from ER stress-induced death, primary screen, 384-well, CSM14.1, thapsigargin, ATP luminescence (AID 1222); CSM14.1 thapsigargin-induced death rescue, ATP luminescence; higher % means a stronger effect; one-dose cellular ATP content (survival), % at 20 µM; EC50 in µM for titrated hits; 190,000 tested, under 10 active;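 active = EC50 below 50 µM in the dose-response confirmation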;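 also: death triggered by thapsigargin at about 15 µM added after 2 h compound pretreatment; cell ATP read after overnight thapsigargin exposure of roughly 18 to 22 hours; normalized against plate controls of thapsigargin alone and 5% DMSO vehicle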
M17LAP inhibition: P. falciparum M17LAP inhibitors, primary screen, biochemical, fluorogenic H-Leu-NHMec substrate, 1536-well (AID 1619) | one-dose inhibition, % at 30 µM; IC50 in µM for titrated hits | 0.38% of 220,000 active | recombinant M17LAP, H-Leu-NHMec fluorogenic kinetic assay; higher % means a stronger effect;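 active = compound inhibiting the enzyme by more than half at any dose during confirmatory dose-response retesting; inconclusive = strong single-dose inhibitors picked by rank but not retested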;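 also: plate controls were full reaction with DMSO carrier for no effect and no enzyme background for full effect; strong numbers were not always called active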
P. falciparum M1AAP: P. falciparum M1AAP inhibitors, biochemical, fluorogenic H-Leu-NHMec substrate, 1536-well (AID 1445) | Aminopeptidase N (Plasmodium falciparum (isolate 3D7)) | recombinant M1AAP, H-Leu-NHMec fluorogenic kinetic assay; higher % means a stronger effect | one-dose inhibition, % at 30 µM; IC50 in µM for titrated hits | 0.42% of 220,000 active;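 active = primary inhibition above the hit cutoff, then over 50% inhibition at one or more dose response concentrations, cut at about 23% in these data, passing the limit was not always enough; inconclusive = conflicting primary data, or primary hits not chosen for dose response; inactive = low primary inhibition, or under 50% at every dose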;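 also: plate controls were DMSO full reaction for no effect and no enzyme background for full effect; strong numbers were not always called active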
Yfh1-depleted yeast: enhancers of respiration in Yfh1-depleted yeast, dose response, Friedreich's ataxia, plus single-dose screen (AID 1465) | S. cerevisiae Yfh1-off respiration, WST-1 reduction, 72 h; higher fold induction means a stronger effect | fold induction at 50 µM, or EC50 in µM where a hit was titrated | 0.074% of 220,000 active;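 active = fold induction of absorbance versus untreated yeast above a set limit, then at least 30% activation at any dose in follow-up; inconclusive = repeats straddling the limit, or above it without dose testing; inactive = fold induction below the set limit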;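 also: activators that raise dye reduction in frataxin-depleted yeast; strong numbers were not always called active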
Autophagy mod: autophagy modulators in MEF cells, primary screen, imaging, high-content, MEF GFP-LC3; MEF GFP-LC3 puncta imaging; test concentration mostly 10 µM; calls only at 10 µM (by protocol); 0.98% of 190,000 active; AID 463193, 2010;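 active = percentage of spot-positive cells more than 3 SD above its plate mean, without a fluorescence outlier flag or 80% toxicity; inconclusive = no clear call, values can overlap the other calls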;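 also: spot-positive cell cutoff set from DMSO-treated cells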
Insulin prom up: insulin promoter activators in MIN6 cells, imaging, high-content screening, mouse beta cells; z-score at 5 µM; AID 1625, 2009; MIN6 insulin promoter-GFP reporter; hits give high values; 0.3% of 190,000 active;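 active = z-score above 3 at 5 µM with at least 500 cells counted in the well; inconclusive = wells under 500 cells, flagged as cytotoxic or low count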
MT stabilizer: microtubule stabilizers in HeLa cells, primary screen, imaging, high-content imaging; HeLa tubulin immunostaining HCS, 24 h; share of cells brighter than vehicle mean+2SD; % tubulin-high responders, % at 10 µM; 0.83% of 200,000 active; AID 2205, 2009;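 active = plate Z-score above 3 for both tubulin-high and condensed-nucleus cell shares, with cell loss under 80%, at 10 µM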;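 also: anti alpha tubulin signal scored within the nucleus-defined area of each cell; some results filed as inactive read as strong as hits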
Dynein cargo inh cytoplasmic EGFP: also measured in Dynein cargo inh; calls as there; z-score; measured here: cytoplasmic GR-EGFP intensity; hits give high values
Dynein cargo inh nuclear GR-EGFP: also measured in Dynein cargo inh; calls as there; z-score; measured here: nuclear GR-EGFP intensity;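 lower value marks the stronger effect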
Dynein cargo inh cell count: second read-out of Dynein cargo inh, no call of its own (marks repeat the call); z-score; measured here: cell count per field
Insulin prom up cell count: further read-out of Insulin prom up, marked with its call; cell count; measured here: cytotoxicity, nuclei count;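 total cells summed across four imaged fields per well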
Hep lipid drop cells 6.5 µM: also measured in Hep lipid drop; calls as there; cell count; measured here: cell count, cytotoxicity flag;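 cells counted across two imaged fields per well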
MT stabilizer Hoechst-high %: second read-out of MT stabilizer, no call of its own (marks repeat the call); % Hoechst-high responders; measured here: nuclear condensation Hoechst responders;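 share of cells brighter than vehicle mean plus two SD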
MT stabilizer cytotoxicity %: also measured in MT stabilizer; calls as there; toxicity, %; measured here: cytotoxicity by cell density;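 0% = mean cell density of plate MIN control wells and 100% = no cells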
Autophagy mod cell loss 18 h: further read-out of Autophagy mod, marked with its call; toxicity, %; measured here: cell loss, nuclei count;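 cell loss after 18 h compound exposure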
Numbers without * were called inactive; i = inactive; ? = inconclusive; . = no result given. An unsorted share of the library (roughly 3.5% active in at least one column).

SMILES,Dynein cargo inh,Dynein cargo inh cytoplasmic EGFP,Dynein cargo inh nuclear GR-EGFP,Dynein cargo inh cell count,Hep lipid drop,Hep lipid drop cells 6.5 µM,CSM14.1 death rescue,M17LAP inhibition,P. falciparum M1AAP,Yfh1-depleted yeast,Autophagy mod,Autophagy mod cell loss 18 h,Insulin prom up,Insulin prom up cell count,MT stabilizer,MT stabilizer Hoechst-high %,MT stabilizer cytotoxicity %
CCOC(=O)C1(C(=O)OCC)C(c2ccccc2)CC(O)N1C(C)=O (centres undefined),-1.1,-0.32,0.1,-0.029,-11,743,-0.6%,2%,3%,i,i,11,.,.,0.5,2.1,5.2
COc1ccc2o/c(=N/NC(=O)c3cccs3)c(C(N)=O)cc2c1,-0.7,-0.28,-0.41,0.95,-9,567,-0.5%,8%,10%,i,i,17,-0.17,1215,4.0,2.2,4.1
COc1cc(C=O)ccc1OCCOCCOc1c(C)cc(Cl)cc1Cl,-0.4,-0.19,-0.36,0.78,-3,719,1.0%,2%,12%,i,i,0,.,.,2.9,1.2,6.3
CCCCSc1nc(C)cc(C)c1S(=O)(=O)c1ccccc1C,-0.21,-0.22,-0.23,-0.41,.,.,6.2%,-4%,8%,i,i,-31,.,.,2.4,1.6,8.2
O=C(Nc1ccc(-c2nc3ccccc3[nH]2)cc1)c1ccccc1NS(=O)(=O)c1ccc(F)cc1,-0.21,-0.34,-0.27,0.037,8,671,-7.5%,-15%,14%,i,i,-6,-0.1,1289,3.6,1.7,3.6
CN(C)/C=C(\C(=O)c1ccc(Cl)cc1)c1nnnn1-c1ccc(Cl)cc1,-1.2,-0.19,-0.62,-0.29,.,.,.,-10%,10%,i,i,7,.,.,1.6,1.7,2.8
Cc1ccc(Cl)cc1N1CCN(C(=O)C2CCC(=O)N2C(C)C)CC1 (centres undefined),0.27,-0.17,0.92,-0.31,-5,734,-4.0%,3%,-4%,.,i,1,0.32,1156,4.0,2.1,8.9
O=C(CN(Cc1ccccc1)S(=O)(=O)c1ccc2c(c1)OCCO2)N/N=C/c1ccc(F)cc1,0.43,-0.013,-0.13,0.23,.,.,-0.2%,3%,4%,i,i,-23,-0.25,1587,2.3,1.7,5.8
Cc1ccc(C(=O)OCCn2cc(C#N)c(=O)[nH]c2=O)cc1,-0.43,-0.097,-0.044,0.68,14,682,0.8%,5%,-3%,i,i,-24,-0.17,1454,2.0,1.2,5.0
CCC1(CC)Cc2ccccc2-c2nc3ccccc3c(=O)n21,0.41,-0.27,-0.44,-0.23,.,.,-0.7%,-7%,2%,i,i,-1,-0.49,1524,4.4,1.6,6.8
CNc1nc(C)c(C(C)(C)C)s1,0.37,-0.27,1.2,-0.1,5,702,.,3%,-3%,i,.,.,0.26,1098,.,.,.
CCC(C)Nc1nc(OC)nc(N(C)C#N)n1 (centres undefined),-0.56,-0.49,-0.25,0.39,.,.,-0.4%,-4%,2%,i,i,0,0.2,854,2.6,2.4,5.8
COC(=O)c1cc(NC(=O)C(C)c2ccc(CC(C)C)cc2)ccc1O (centres undefined),0.036,0.8,0.077,0.85,-8,740,-1.1%,-16%,3%,i,i,-5,-0.73,1447,1.9,1.7,10.0
Cc1c(NC(=O)/C(C#N)=C/c2ccccc2)c(=O)n(-c2ccccc2)n1C,-0.48,-0.19,-0.45,0.15,-20,700,-1.5%,1%,4%,i,i,2,1.4,1114,3.2,1.7,7.2
N#C/C(=C\c1ccccc1Cl)C(=O)NC(=O)Oc1ccccc1,-0.91,-0.37,-0.65,1.3,23,833,-0.9%,5%,2%,i,i,-14,0.01,1015,0.9,1.3,15
COCCCNC(=O)c1ccc(Cn2c(=O)c3ccccc3n(Cc3ccccc3C)c2=O)cc1,0.91,-0.0083,0.73,-0.3,-3,790,-0.9%,-8%,-1%,i,i,-8,.,.,3.0,1.4,7.4
CCOC(=O)C1=C(C)Nc2ccccc2N=C1NC(=O)c1cccc(S(=O)(=O)N(C)C)c1,-0.051,-0.19,0.57,-0.33,.,.,-1.1%,0%,-3%,i,i,-4,-2.5,1131,4.6,1.9,10
CSc1nc(C)c2c(c1C#N)CCCC2,-0.68,0.017,-0.13,0.13,2,826,3.0%,-14%,1%,i,i,-4,.,.,5.5,3.8,9.2
O=C(NCc1cccs1)C(Cc1ccccc1)n1cccc1 (centres undefined),-0.12,-0.19,0.17,0.21,-10,660,-4.0%,1%,2%,i,i,-10,1,1729,3.4,1.7,0.1
CCC1=NC(c2ccc(OC)cc2OC)N(O)C1(C)C (centres undefined),1.4,-0.16,0.59,-0.67,6,781,5.3%,12%,1%,i,i,-3,1.1,1315,1.7,0.9,7.3
O=C(CN(C(=O)c1ccc(Cl)cc1)N1C(=O)C2C3C=CC(C3)C2C1=O)c1cccs1 (centres undefined),-0.24,-0.28,0.46,0.45,-27,694,-0.3%,6%,15%,i,i,10,0.67,1626,5.8,2.6,6.5
CC(C)(C)c1ccc(C(=O)NCCN2CCCC2)cc1,-0.012,-0.074,0.52,0.048,-2,740,-2.0%,.,.,i,i,4,-0.21,1463,3.1,1.6,6.4
COc1ccccc1NC(=S)NNC(=O)c1cc(C)n(C)n1,0.075,-0.13,-0.14,0.58,-2,746,0.0%,2%,-4%,i,i,-39,-0.45,708,2.1,3.1,3.8
CC(C)(C)c1ccc(S(=O)(=O)Nc2ccccn2)cc1,0.67,-0.38,-0.36,0.7,2,700,9.9%,12%,1%,i,i,-4,0.35,1401,1.7,1.5,3.7
COc1ccc(C(=O)c2sc(Nc3cccc(OC)c3)c(C(=O)Nc3cccc(C)c3C)c2N)cc1,-1.4,-0.098,-0.021,0.7,-2,809,5.6%,-5%,-5%,i,i,-4,.,.,3.3,1.5,11
O=C1C=CC(=O)N1c1ccc(I)cc1Cl,-0.88,0.22,0.053,0.012,-3,718,.,-4%,-1%,i,.,.,-0.17,954,.,.,.
CC(NS(=O)(=O)/C=C/c1ccccc1)c1ccccc1 (centres undefined),0.43,-0.36,0.48,0.62,-19,698,-3.0%,10%,5%,i,i,5,-0.21,1248,3.2,3.4,9.7
CCOC(=O)C1=C(c2ccccc2)N=C2SCC(=O)N2C1c1ccc(O)c(OC)c1 (centres undefined),1.7,-0.15,0.8,-0.17,-5,751,-1.1%,-3%,2%,i,i,-3,-0.38,1020,2.1,1.6,5.9
Cc1ccc(-c2ccccc2[C@@H]2C[C@H]3CN(C)C(=O)[C@]34CCCN24)o1,-0.76,-0.16,-0.26,0.26,-30,633,0.5%,1%,1%,i,i,11,-0.46,1740,2.1,1.1,4.9
CCOc1ccc(C(C(=O)NC2CCCC2)N(Cc2ccccc2)C(=O)c2nsc(Cl)c2Cl)cc1 (centres undefined),2.3,-0.19,0.82,-1.7,1,686,-1.0%,0%,1%,i,i,19,0.55,1951,2.6,4.2,4.5
CCOC(=O)C(CC)Sc1ncnc2c1nnn2-c1ccc(F)cc1 (centres undefined),-0.67,-0.32,-0.052,0.15,.,.,-0.1%,-4%,2%,i,i,-13,1,1483,3.3,2.1,0.5
CSCCC1NC(=O)NC1=O (centres undefined),.,.,.,.,.,.,-0.6%,20%,17%,i,.,.,0.06,1015,.,.,.
O=C(O)CCCNS(=O)(=O)/C=C/c1ccccc1,0.15,-0.28,0.12,0.055,10,675,6.1%,0%,0%,i,i,2,.,.,3.9,2.2,0.7
CC1CCN(C(=O)CN2C(=O)C(C)(C)Oc3ccc(C(=O)NC4CCCC4)cc32)CC1,0.46,-0.24,-0.51,0.3,0,672,-2.9%,6%,9%,i,i,-3,-0.15,1935,2.8,1.3,5.3
O=Cc1nc(-c2ccc(Cl)cc2)n2ccccc12,0.29,-0.29,0.13,0.59,4,647,3.6%,-9%,8%,i,i,5,-0.08,1418,5.2,2.2,7.2
Fc1cccc(-c2cc3nc4c(c(NCc5ccco5)n3n2)CCCC4)c1,-0.44,1.3,0.38,1.1,.,.,0.1%,11%,3%,i,i,-18,-1.9,1317,3.0,2.2,9.2
COc1ccc(OCC2CNC(=O)O2)cc1 (centres undefined),0.69,0.28,1.1,-1.1,-7,755,-0.6%,-2%,-1%,?,i,12,0.79,1257,4.3,1.5,6.6
CCOc1ccc(NC(=S)N(CC)Cc2ccccc2)cc1,-0.59,-0.22,-0.16,0.77,0,714,-15%,4%,-1%,i,i,-30,-0.14,1285,3.5,1.7,4.3

Compound activity deposited in PubChem by several laboratories.
